# High-throughput results (PubChem BioAssay)
# IDH1 mut inh = inhibitors of IDH1 R132H reductase, primary screen, biochemical, plate reader, single point; 70,000 compounds, 0.18% hits; inhibition, % at 10 µM; diaphorase/resazurin fluorescence, 60 min; in the data active = inhibition above about 34%;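 note: 0% = DMSO and 100% = no enzyme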
# EZH2 inh = EZH2/PRC2 methyltransferase inhibitors, primary screen, biochemical, DELFIA time-resolved fluorescence, single point; Histone-lysine N-methyltransferase EZH2 (Homo sapiens), Q15910; PRC2 H3K27 methylation, DELFIA TRF, 1 h; inhibition, % at 12.5 µM; 57,000 compounds, 0.35% hits;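 active = mean inhibition of replicates at least 50% and every single replicate also reaching 50%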;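 note: dimethyl H3K27 on biotinylated H3 21-44 peptide detected by antibody; plate controls were median neutral control wells for no effect and median positive control wells for full effect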
# Target sequence (Q15910 whole entry, looked up): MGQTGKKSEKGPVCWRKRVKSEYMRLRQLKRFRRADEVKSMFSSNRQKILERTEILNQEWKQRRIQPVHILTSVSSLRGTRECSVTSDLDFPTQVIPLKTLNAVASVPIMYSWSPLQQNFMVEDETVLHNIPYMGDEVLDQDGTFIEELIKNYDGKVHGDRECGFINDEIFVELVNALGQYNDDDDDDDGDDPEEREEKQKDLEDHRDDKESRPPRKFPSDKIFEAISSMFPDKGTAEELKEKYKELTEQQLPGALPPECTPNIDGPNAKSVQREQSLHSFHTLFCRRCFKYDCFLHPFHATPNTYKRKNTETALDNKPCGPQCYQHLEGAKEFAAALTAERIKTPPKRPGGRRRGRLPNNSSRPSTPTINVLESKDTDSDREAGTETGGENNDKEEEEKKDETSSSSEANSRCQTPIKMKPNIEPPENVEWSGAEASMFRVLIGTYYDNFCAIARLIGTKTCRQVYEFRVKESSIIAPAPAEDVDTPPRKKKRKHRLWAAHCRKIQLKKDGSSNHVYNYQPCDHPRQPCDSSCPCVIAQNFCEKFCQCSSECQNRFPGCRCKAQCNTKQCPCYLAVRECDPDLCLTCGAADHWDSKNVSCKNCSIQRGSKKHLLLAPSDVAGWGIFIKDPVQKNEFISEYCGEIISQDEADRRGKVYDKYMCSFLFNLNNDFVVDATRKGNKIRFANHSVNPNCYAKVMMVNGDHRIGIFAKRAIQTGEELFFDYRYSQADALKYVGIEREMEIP
# * marks the source's active call; other numbers are inactive results; . = not tested or not shown. This is a subset; rates above refer to the full screens.
SMILES,IDH1 mut inh,EZH2 inh
CC(C)[C@@H](C)NC(=O)N(C)C[C@@H]1OCc2ccccc2-c2ccccc2C(=O)N([C@@H](C)CO)C[C@@H]1C,-1.3,6
C[C@@H]1CN([C@@H](C)CO)C(=O)c2cc(NC(=O)CCCN(C)C)ccc2O[C@@H]1CN(C)S(=O)(=O)c1cccs1,-2.2,.
COc1ccc(S(=O)(=O)Nc2ccc3c(c2)C(=O)N([C@H](C)CO)C[C@H](C)[C@H](CN(C)CC2CC2)O3)cc1,1.3,.
C[C@@H]1CN([C@H](C)CO)C(=O)c2cc(C#Cc3ccncc3)cnc2O[C@@H]1CN(C)C(=O)CN(C)C,11,2
COc1ccc(NC(=O)N(C)C[C@H]2OCCCC[C@H](C)Oc3ccc(NC(=O)C4CCCCC4)cc3C(=O)N([C@@H](C)CO)C[C@H]2C)cc1,0.3,.
C[C@@H]1CN([C@H](C)CO)C(=O)Cc2cc(NC(=O)C3CCCCC3)ccc2O[C@H]1CN(C)Cc1ccc2c(c1)OCO2,-0.9,.
C[C@H]1CCCCO[C@H](CN(C)S(=O)(=O)c2ccc(F)cc2)[C@@H](C)CN([C@@H](C)CO)C(=O)c2cc(NS(C)(=O)=O)ccc2O1,-3.6,.
CCCNC(=O)Nc1ccc2c(c1)C(=O)N(C)C[C@H](OC)[C@H](C)CN(C(=O)C1CC1)[C@@H](C)CO2,-0.1,-4
O=C(C[C@@H]1C[C@@H]2c3cc(NS(=O)(=O)c4ccc(F)cc4)ccc3O[C@@H]2[C@@H](CO)O1)NCCc1ccccc1,-1.2,1
COc1ccc(CN(C)C[C@@H]2OCCCC[C@@H](C)Oc3ccc(NC(=O)CCC(F)(F)F)cc3C(=O)N([C@@H](C)CO)C[C@@H]2C)cc1,0.5,.
Cc1ccc(S(=O)(=O)N(C)C[C@H]2OCCCC[C@H](C)Oc3ccc(N(C)C)cc3C(=O)N([C@H](C)CO)C[C@@H]2C)cc1,-6.7,-12
Cc1cc(=O)[nH]c(SCCOc2c(C)ccc(C)c2Cl)n1,0.6,9
CO[C@@H]1CN(C)C(=O)c2cc(NS(=O)(=O)c3ccc(C)cc3)ccc2OC[C@@H](C)N(C)C[C@@H]1C,0.0,8
CNC[C@H]1Oc2c(NC(=O)Nc3ccccc3)cccc2C(=O)N([C@@H](C)CO)C[C@@H]1C,0.2,-3
Cc1noc(C)c1NC(=O)Nc1cccc2c1O[C@@H](CN(C)Cc1ccc(C(=O)Nc3ccccc3N)cc1)[C@@H](C)CN([C@@H](C)CO)C2=O,.,0
COc1ccc(CN(C)C[C@H]2Oc3ccc(NC(=O)CCC(F)(F)F)cc3CC(=O)N([C@H](C)CO)C[C@@H]2C)cc1,2.8,-20
C[C@@H](NC(=O)C[C@H]1C[C@@H]2c3cc(NC(=O)c4ccc5c(c4)OCO5)ccc3O[C@@H]2[C@H](CO)O1)c1ccccc1,-0.1,5
O=C(c1ccc(CNS(=O)(=O)c2ccc(Br)cc2)cc1)N1CCCC1,1.4,5
C[C@@H]1CN([C@@H](C)CO)C(=O)CCCn2cc(nn2)CO[C@@H]1CN(C)S(=O)(=O)c1ccc2ccccc2c1,1.4,-8
CO[C@H]1CN(C)C(=O)c2cc(NC(=O)c3ccno3)ccc2OC[C@@H](C)N(S(C)(=O)=O)C[C@H]1C,-0.2,8
CCC(=O)N1C[C@@H](C)[C@H](OC)CN(C)C(=O)c2ccc(NC(=O)Nc3ccc(Cl)cc3)cc2OC[C@@H]1C,0.1,2
CC(C)NC(=O)N(C)C[C@@H]1Oc2ccc(NC(=O)Cc3ccccc3)cc2CC(=O)N([C@@H](C)CO)C[C@H]1C,-1.2,.
COc1ccccc1NC(=O)N[C@H]1CC[C@H](CCNS(=O)(=O)c2ccc(Cl)cc2)O[C@@H]1CO,0.4,19
Cc1ccc(S(=O)(=O)Nc2ccc3c(c2)C(=O)N([C@@H](C)CO)C[C@@H](C)[C@H](CN(C)C)OCCCC[C@@H](C)O3)cc1,.,0
C[C@H](CO)N1C[C@H](C)[C@@H](CN(C)Cc2ccncc2)Oc2cc(-c3ccncc3)ccc2S1(=O)=O,.,20
COc1ccc([N+](=O)[O-])cc1NC(=O)CN(c1ccc(C)cc1)S(C)(=O)=O,-0.2,.
CO[C@H]1CN(C)C(=O)c2cc(NC(=O)NC(C)C)ccc2OC[C@@H](C)N(CCC(F)(F)F)C[C@H]1C,.,-12
C[C@@H]1CN([C@H](C)CO)C(=O)c2cc(N(C)C)ccc2O[C@@H](C)CCCCO[C@H]1CN(C)C(=O)Nc1ccccc1,1.4,-5
CC(C)NC(=O)N(C)C[C@H]1Oc2ccc(NC(=O)Nc3cccc4ccccc34)cc2CC(=O)N([C@H](C)CO)C[C@H]1C,.,-2
C[C@H]1CN([C@@H](C)CO)C(=O)c2cc(C#Cc3ccc(F)cc3)cnc2O[C@@H]1CN(C)C(=O)c1ccccc1F,-0.1,.
CO[C@H]1CN(C)C(=O)c2cc(NC(C)=O)ccc2OC[C@@H](C)N(C(=O)Cc2ccccn2)C[C@H]1C,0.2,1
Cc1[nH]c2ccccc2c1C(=O)CSc1nc2sc(C)c(C)c2c(=O)n1-c1ccccc1,0.2,-20
C[C@H]1CN([C@@H](C)CO)C(=O)c2cccc(NC(=O)C3CC3)c2O[C@H]1CN(C)C(=O)Nc1ccc2c(c1)OCO2,-1.2,.
C[C@H]1CN([C@@H](C)CO)S(=O)(=O)c2ccc(C3=CCCC3)cc2O[C@H]1CN(C)Cc1ccccn1,-0.4,2
C[C@@H]1CN([C@H](C)CO)C(=O)Cc2cc(NC(=O)Nc3ccc(F)cc3)ccc2O[C@H]1CN(C)C(=O)Nc1cccc2ccccc12,0.6,.
C[C@@H]1CN([C@@H](C)CO)C(=O)c2cc(/C=C/c3ccccc3)cnc2O[C@@H]1CN(C)Cc1ccccc1,0.2,-9
Cc1cc(C(=O)Nc2cccc3c2O[C@@H](CN(C)Cc2ccc(C(=O)Nc4ccccc4N)cc2)[C@H](C)CN([C@@H](C)CO)C3=O)n(C)n1,.,-3
C[C@@H]1CN([C@H](C)CO)C(=O)Cc2cc(NC(=O)Cc3cn(C)c4ccccc34)ccc2O[C@@H]1CN(C)Cc1ccccc1,.,-26
C[C@H](CO)N1C[C@H](C)[C@H](CN(C)C(=O)c2ccc(F)cc2)Oc2cc(C3=CCCC3)ccc2S1(=O)=O,2.7,-9
CO[C@H]1CN(C)C(=O)c2cc(NC(=O)Nc3ccc(Cl)cc3)ccc2OC[C@H](C)N(C)C[C@@H]1C,0.2,-10
C[C@@H]1CN([C@@H](C)CO)C(=O)c2cccc(NC(=O)c3cnccn3)c2O[C@H]1CN(C)S(C)(=O)=O,2.1,.
C[C@H](CO)N1C[C@H](C)[C@@H](CN(C)C(=O)Nc2ccc(F)cc2)Oc2c(NC(=O)C3CCOCC3)cccc2C1=O,2.3,-3
O=C(Cc1ccccn1)NCC[C@H]1CC[C@H](NS(=O)(=O)c2ccc(F)cc2)[C@@H](CO)O1,0.0,0
O=C(N/N=C/C=C/c1ccccc1)c1ccccn1,0.9,0
COc1ccccc1N(CC(=O)Nc1ccc(C(F)(F)F)cc1)S(C)(=O)=O,0.1,0
COc1ccc(/C=N/NC(=O)c2ccccn2)cc1O,-0.6,10
CCCNC(=O)N(C)C[C@@H]1Oc2cc(C#CCN(C)C)ccc2S(=O)(=O)N([C@H](C)CO)C[C@@H]1C,-0.4,-14
C[C@H]1CN([C@@H](C)CO)C(=O)c2c(c3ccccc3n2C)-c2ccccc2CO[C@H]1CN(C)S(=O)(=O)c1ccc(Cl)cc1,-2.1,-50
C[C@@H](NC(=O)C[C@H]1C[C@@H]2c3cc(NC(=O)c4cccnc4)ccc3O[C@@H]2[C@H](CO)O1)c1ccccc1,0.3,0
O=C(CSc1nnc(-c2ccco2)o1)Nc1cccc2ccccc12,0.3,-3
COCC(=O)Nc1ccc2c(c1)OC[C@@H](C)N(C(=O)c1cccnc1)C[C@H](C)[C@H](OC)CN(C)C2=O,0.3,9
CCOc1ccc(NC(=O)C2CC=CCC2C(=O)O)cc1 (centres undefined),0.0,11
C[C@H](CO)N1C[C@H](C)[C@H](CN(C)CC2CCCCC2)Oc2c(NC(=O)NC3CCCCC3)cccc2C1=O,0.8,.
Cc1ccc(S(=O)(=O)Nc2ccc3c(c2)C(=O)N([C@H](C)CO)C[C@H](C)[C@@H](CN(C)C(=O)Nc2c(C)noc2C)OCCCC[C@H](C)O3)cc1,-1.4,.
C[C@H](CO)N1C[C@H](C)[C@H](CN(C)CC2CC2)Oc2ccc(NC(=O)C3CCCCC3)cc2C1=O,-1.3,.
C[C@@H]1CCCCO[C@H](CN(C)C(=O)c2ccccc2)[C@@H](C)CN([C@@H](C)CO)C(=O)c2cc(NC(=O)Nc3ccc(C(F)(F)F)cc3)ccc2O1,-1.3,.
C[C@@H]1CN([C@@H](C)CO)C(=O)c2cccc(NC(=O)Nc3ccccc3)c2O[C@@H]1CN(C)Cc1ccc(C(F)(F)F)cc1,.,-9
COCC(=O)N(C)C[C@@H]1Oc2ncc(C#CCC3CCCC3)cc2C(=O)N([C@H](C)CO)C[C@H]1C,-0.4,9
C[C@@H]1CN([C@H](C)CO)C(=O)Cc2cc(NC(=O)C3CC3)ccc2O[C@H]1CN(C)S(=O)(=O)c1ccc(F)cc1,0.8,.
C[C@H](CO)N1C[C@H](C)[C@@H](CN(C)C(=O)NC2CCCCC2)Oc2c(NC(=O)Nc3ccc4c(c3)OCO4)cccc2C1=O,1.2,.

# A draw from above in order of molar mass, ascending.
SMILES,IDH1 mut inh,EZH2 inh
O=C(CSc1nnc(-c2ccco2)o1)Nc1cccc2ccccc12,0.3,-3
COCC(=O)N(C)C[C@@H]1Oc2ncc(C#CCC3CCCC3)cc2C(=O)N([C@H](C)CO)C[C@H]1C,-0.4,9
C[C@@H](NC(=O)C[C@H]1C[C@@H]2c3cc(NC(=O)c4cccnc4)ccc3O[C@@H]2[C@H](CO)O1)c1ccccc1,0.3,0
COCC(=O)Nc1ccc2c(c1)OC[C@@H](C)N(C(=O)c1cccnc1)C[C@H](C)[C@H](OC)CN(C)C2=O,0.3,9
C[C@H](CO)N1C[C@H](C)[C@H](CN(C)CC2CCCCC2)Oc2c(NC(=O)NC3CCCCC3)cccc2C1=O,0.8,.
C[C@@H]1CN([C@H](C)CO)C(=O)Cc2cc(NC(=O)C3CC3)ccc2O[C@H]1CN(C)S(=O)(=O)c1ccc(F)cc1,0.8,.
C[C@H]1CN([C@@H](C)CO)C(=O)c2c(c3ccccc3n2C)-c2ccccc2CO[C@H]1CN(C)S(=O)(=O)c1ccc(Cl)cc1,-2.1,-50
C[C@@H]1CCCCO[C@H](CN(C)C(=O)c2ccccc2)[C@@H](C)CN([C@@H](C)CO)C(=O)c2cc(NC(=O)Nc3ccc(C(F)(F)F)cc3)ccc2O1,-1.3,.
Cc1ccc(S(=O)(=O)Nc2ccc3c(c2)C(=O)N([C@H](C)CO)C[C@H](C)[C@@H](CN(C)C(=O)Nc2c(C)noc2C)OCCCC[C@H](C)O3)cc1,-1.4,.

# Going on with the list.
SMILES,IDH1 mut inh,EZH2 inh
Cc1cc(C(=O)Nc2cccc3c2O[C@@H](CN(C)CC2CC2)[C@@H](C)CN([C@@H](C)CO)C3=O)n(C)n1,3.5,.
CC(C)NC(=O)N(C)C[C@H]1Oc2cc(C#C[C@H](C)O)ccc2S(=O)(=O)N([C@H](C)CO)C[C@@H]1C,.,4
C/C=C/c1ccc2c(c1)O[C@H](CN(C)C(=O)c1cccc(F)c1)[C@@H](C)CN([C@@H](C)CO)S2(=O)=O,-0.4,-14
O=C(C[C@H]1C=C[C@@H](NC(=O)c2cnccn2)[C@@H](CO)O1)NCc1ccccc1F,0.0,10
CO[C@H]1CN(C)C(=O)c2ccc(NC(=O)C3CC3)cc2OC[C@@H](C)N(C(=O)C2CCCCC2)C[C@@H]1C,-0.4,-1
COc1ccc(S(=O)(=O)Nc2ccc3c(c2)C(=O)N([C@@H](C)CO)C[C@@H](C)[C@H](CN(C)C(=O)NC2CCCCC2)OCCCC[C@H](C)O3)cc1,1.7,.
C[C@@H]1CN([C@H](C)CO)S(=O)(=O)c2ccc(-c3cccc(C(=O)N(C)C)c3)cc2O[C@H]1CN(C)C(=O)Cc1ccccn1,-0.6,-5
C=C1C2CC[C@@]3(C)[C@H](c4ccoc4)OC(=O)C[C@]13O[C@H]1CC(=O)C(C)(C)[C@H](C(O)C(=O)OC)[C@@]21C (some centres undefined),-0.1,.
C[C@H]1CN([C@@H](C)CO)C(=O)CCCn2nncc2CO[C@@H]1CN(C)C(=O)NC1CCCCC1,0.4,.
C[C@H](CO)N1C[C@H](C)[C@@H](CN(C)C(=O)Nc2ccc3c(c2)OCO3)Oc2ccc(NS(=O)(=O)c3cn(C)cn3)cc2CC1=O,0.2,.
O=C(N[C@@H]1CC[C@H](CCNS(=O)(=O)c2ccc(Cl)cc2)O[C@@H]1CO)c1cccc(F)c1,-0.1,16
CC(C)NC(=O)N(C)C[C@H]1OCCCC[C@@H](C)Oc2ccc(NC(=O)Nc3ccc4c(c3)OCO4)cc2C(=O)N([C@H](C)CO)C[C@@H]1C,0.9,.
Cc1noc(C)c1S(=O)(=O)N(C)C[C@@H]1OCCCC[C@H](C)Oc2ccc(NC(=O)C3CCCCC3)cc2C(=O)N([C@@H](C)CO)C[C@H]1C,-0.7,.
C[C@H](CO)N1C[C@H](C)[C@H](CN(C)CC2CCCCC2)OCc2cn(nn2)CCCC1=O,1.3,2
CCCC(=O)Nc1ccc2c(c1)C(=O)N(C)C[C@@H](OC)[C@H](C)CN(C(=O)c1cnccn1)[C@H](C)CO2,-0.1,16
